Screening results (PubChem)
Rtt109 HAT inh = inhibitors of C. albicans Rtt109/Vps75 HAT, primary screen, biochemical, ThioGlo CoA-SH fluorescence, plate reader; Histone acetyltransferase RTT109 (Candida albicans (strain SC5314 / ATCC MYA-2876)), …; purified Rtt109/Vps75, 4 h; inhibition, % at 34.9 µM; 330,000 tested, 0.16% active;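 active = inhibition of at least 50% in every replicate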
Target sequence (Q5AAJ8 whole entry, looked up): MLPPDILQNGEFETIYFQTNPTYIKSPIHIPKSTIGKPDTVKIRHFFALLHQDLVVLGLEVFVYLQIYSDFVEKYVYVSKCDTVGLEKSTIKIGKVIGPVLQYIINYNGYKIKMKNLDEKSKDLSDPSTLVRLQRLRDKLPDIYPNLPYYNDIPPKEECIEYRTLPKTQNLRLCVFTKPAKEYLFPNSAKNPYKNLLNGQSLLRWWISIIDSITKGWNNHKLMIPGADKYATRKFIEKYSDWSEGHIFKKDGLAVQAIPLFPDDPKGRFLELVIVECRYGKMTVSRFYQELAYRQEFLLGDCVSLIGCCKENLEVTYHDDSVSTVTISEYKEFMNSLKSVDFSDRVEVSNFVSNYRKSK
NSD2 inh = NSD2 histone methyltransferase inhibitors, primary screen, biochemical, AlphaScreen, single concentration, set 2. AID 743445, 2014. inhibition, % at 12.5 µM. 310,000 tested, 0.54% active. NSD2 peptide methylation, 120 min. Histone-lysine N-methyltransferase NSD2 (Homo sapiens), O96028; in the data active = inhibition above about 50%
SR-BI DiI-HDL act = activators of SR-BI mediated DiI-HDL uptake, primary screen, ldlA[mSR-BI] CHO cells, DiI fluorescence; 3 h; 100 = double the neutral-control signal; activation, % at 12.5 µM; 320,000 tested, 0.096% active; AID 504775, 2011;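 active = mean replicate activation of at least 60% and every replicate at or above 60%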;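 note: 0% = median plate neutral-control signal and 100% = twice that signal; values of inactives mirror those of a sister screen read the other way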
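System: LDL receptor-deficient CHO ldlA cells overexpressing murine SR-BI | Timing: 3 h uptake period with compound, 37 °C | Medium: HEPES-buffered (25 mM, pH 7.4) F12 plus 0.5% BSA | Dosing: Single-point compound dose | Signal: Bottom-read fluorescence, 550/595 nm | Read-out: Retained DiI signal reflecting DiI-HDL uptake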
MITF TRPM1 HTS = activators of MITF-driven TRPM1 promoter reporter, primary screen, cell-based, SK-MEL-5, luciferase, single point. SK-MEL-5 TRPM1-promoter luciferase, 24 h; % of positive control, neutral wells = 0. activation, % at 12.5 µM. 300,000 tested, 0.75% active;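 active = mean activation of at least 80% with every replicate also reaching 80%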;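 note: 0% = neutral control wells and 100% = parthenolide positive control wells; values of inactives mirror those of a sister screen read the other way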
PfHsp90 yeast 2 = growth inhibition of PfHsp90-expressing yeast, primary screen, antimalarial PfHsp90 inhibitor project, S. cerevisiae, BacTiter-Glo luminescence, single point, set 2 | inhibition, % at 9.4 µM | 310,000 tested, 0.32% active | BacTiter-Glo ATP, 48 h; yeast lacking PDR1 and PDR3 efflux regulators;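 active = every replicate shows inhibition above about 80%, whatever the replicate mean, limit read from the data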;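 note: 0% = DMSO neutral controls and 100% = 20 µM radicicol positive controls; yeast relying on Plasmodium falciparum Hsp90 in place of its own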
SR-BI HDL uptake = inhibitors of SR-BI mediated HDL lipid uptake, primary screen, ldlA[mSR-BI] cells, fluorescence, single point; AID 488896, 2010; inhibition, % at 12.5 µM; 320,000 tested, 0.96% active; ldlA[mSR-BI] CHO cells, DiI-HDL uptake fluorescence, 3 h; Scavenger receptor class B member 1 (Mus musculus), Q61009;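 active = mean replicate inhibition of at least 70% and a set share of replicates each scoring 70 or more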;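 note: 0% = median of neutral control wells and 100% = median of positive control wells; values of inactives mirror those of a sister screen read the other way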
dFosB activator = activators of delta FosB homodimer, primary screen, biochemical, fluorescence polarization, TAMRA-CDK5 oligo, single point | purified delta FosB; percent of positive-control signal above neutral wells | Protein FosB (Mus musculus), P13346 | 340,000 tested, 0.99% active | activation, % at 25 µM;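 active = mean activation above about 17%, with every replicate also reaching it, limit read from the data, passing the limit was not always enough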;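 note: fluorescence polarization rise as delta FosB binds a TAMRA Cdk5 AP-1 oligo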
Target sequence (P13346 whole entry, looked up): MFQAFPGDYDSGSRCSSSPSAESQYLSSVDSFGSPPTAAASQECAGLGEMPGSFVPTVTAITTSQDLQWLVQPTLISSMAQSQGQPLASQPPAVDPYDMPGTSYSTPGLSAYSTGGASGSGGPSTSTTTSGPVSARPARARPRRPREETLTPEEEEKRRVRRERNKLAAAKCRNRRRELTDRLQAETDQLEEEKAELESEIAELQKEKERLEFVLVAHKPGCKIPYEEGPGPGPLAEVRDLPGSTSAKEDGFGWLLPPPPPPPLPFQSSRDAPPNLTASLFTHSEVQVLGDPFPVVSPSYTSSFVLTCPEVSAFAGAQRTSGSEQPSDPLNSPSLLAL
PvdQ inh = P. aeruginosa PvdQ acylase inhibitors, primary screen, biochemical, fluorescence, plate reader and imaging, single point. PvdQ acylase [Pseudomonas aeruginosa LESB58]. purified PvdQ acylase. inhibition, % at 10 µM. 340,000 tested, 0.063% active. AID 488965, 2010; in the data active = inhibition above about 30%, passing the limit was not always enough;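 note: 0% = vehicle neutral wells and 100% = reference inhibitor wells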
CAL PDZ FP-1 = untagged CAL PDZ binding inhibitors, primary screen, biochemical, fluorescence polarization, HTS | Golgi-associated PDZ and coiled-coil motif-containing protein (Homo sapiens), Q9HD26 | purified CAL PDZ, TMR-peptide fluorescence polarization, 1 h | inhibition, % at 24.9 µM | 300,000 tested, 0.92% active | AID 602252, 2012;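 active = mean inhibition of at least 30% with at least half of replicates also reaching 30%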;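 note: 0% = DMSO neutral control and 100% = excess unlabeled competitor peptide PRC23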
CAL PDZ FP-2 = CAL PDZ peptide-binding inhibitors, primary screen, biochemical, fluorescence polarization, Cer-tagged CAL PDZ, HTS; purified CAL PDZ, TMR-peptide fluorescence polarization, 1 h; inhibition, % at 20 µM; 330,000 tested, 0.02% active; AID 504414, 2011;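 active = highest replicate inhibition of at least 40%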;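 note: plate controls were DMSO neutral control wells for no effect and unlabeled competitor peptide control wells for full effect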
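material = purified tagged CAL PDZ domain construct (CerCALP) | buffer or medium = sodium phosphate/NaCl buffer pH 7.4 with TCEP, IgG, Thesit | reagent = TMR-labelled reporter peptide T*-PRC34 bound in PDZ groove | incubation = 1 h room-temperature incubation prior to read | measured by = fluorescence polarization (mP) | evaluation = percent inhibition from loss of millipolarization | control set = unlabelled peptide and DMSO controls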
An asterisk follows results filed as active; · = no result given.

SMILES | Rtt109 HAT inh | NSD2 inh | SR-BI DiI-HDL act | MITF TRPM1 HTS | PfHsp90 yeast 2 | SR-BI HDL uptake | dFosB activator | PvdQ inh | CAL PDZ FP-1 | CAL PDZ FP-2
CCc1ccc(C(C(=O)NCc2ccc(OC)cc2)N(CCOC)C(=O)Cc2cccs2)cc1 (configuration not stated) | 25 | · | 7 | -1 | -3 | -7 | -6 | 3 | -1 | -1.9
COc1ccc(-c2nc(CN3CCN(c4ncnc5ccccc45)CC3)c(C)o2)c(OC)c1 | 18 | · | -72 | -29 | -15 | 72* | -10 | 7 | -7 | -0.7
CCOC(=O)N1CCC(N2C(=O)c3ccccc3C2Nc2cccnc2)CC1 (configuration not stated) | -23 | · | 6 | · | 2 | -6 | -11 | -9 | -1 | -0.5
C=CCOC(=O)CCCC(=O)NC1CCCCC1 | 9 | 0 | 10 | -2 | -1 | -10 | -9 | -5 | · | -0.7
Cc1oc(-c2cccs2)nc1CN1CCC(C(=O)N2CCCC2)CC1 | -6 | 1 | 18 | -7 | 14 | -18 | -10 | -2 | · | -1.4
CC(C(=O)NC1CCCC1)N(C(=O)c1snc(C(N)=O)c1N)c1ccc2c(c1)OCCO2 (configuration not stated) | 19 | 0 | 7 | · | 24 | -7 | -1 | 8 | 0 | -0.5
NC(=S)Nc1cccc(F)c1 | -1 | -1 | -22 | -8 | -31 | 22 | -11 | -12 | -3 | -1.2
CC(=O)N/C(=C/c1ccc(Cl)cc1)C(=O)NCCc1c[nH]c2ccccc12 | -13 | 4 | -2 | 11 | · | 2 | -1 | -20 | -2 | -1.9
CSc1nnc(C2CCCN2)n1C (configuration not stated) | -9 | 4 | 10 | 6 | -2 | -10 | 2 | -8 | -5 | 1.1
CCc1nonc1NC(=O)c1oc2c(C)c(C)ccc2c1C | -5 | -5 | -1 | -5 | 26 | 1 | -8 | -13 | -2 | -3.8
COc1cc2c(cc1OC)C(C)N(C(=O)c1nccnc1C(=O)O)CC2 (configuration not stated) | -1 | -1 | 0 | · | -5 | 0 | -10 | -3 | 0 | 0.5
Cc1cc(C(=O)COC(=O)c2cccnc2Cl)c(C)n1C | 0 | 2 | -18 | 19 | -4 | 18 | 1 | -7 | -4 | -0.9
O=C(COC(=O)Cc1ccc(S(=O)(=O)N2CCOCC2)s1)NCc1ccccc1 | 34 | -2 | 5 | 10 | 0 | -5 | -12 | 7 | -2 | -0.1
Cc1ccc(NC(=O)c2ccccc2-c2ccc(C(F)(F)F)cc2)cc1S(=O)(=O)N1CCOCC1 | 5 | -1 | -64 | -2 | -5 | 64 | -15 | 3 | 2 | -0.5
CC(C)(C)OC(=O)N1CCC(C(=O)N[C@@H](Cc2ccccc2)C(=O)O)CC1 | -3 | 0 | 18 | 13 | -7 | -18 | -1 | -5 | 3 | -0.3

12 of these compounds in another layout:
The line under a structure holds: Rtt109 HAT inh | NSD2 inh | SR-BI DiI-HDL act | MITF TRPM1 HTS | PfHsp90 yeast 2 | SR-BI HDL uptake | dFosB activator | PvdQ inh | CAL PDZ FP-1 | CAL PDZ FP-2
COc1ccc(-c2nc(CN3CCN(c4ncnc5ccccc45)CC3)c(C)o2)c(OC)c1
    18 | · | -72 | -29 | -15 | 72* | -10 | 7 | -7 | -0.7
CCOC(=O)N1CCC(N2C(=O)c3ccccc3C2Nc2cccnc2)CC1 (configuration not stated)
    -23 | · | 6 | · | 2 | -6 | -11 | -9 | -1 | -0.5
C=CCOC(=O)CCCC(=O)NC1CCCCC1
    9 | 0 | 10 | -2 | -1 | -10 | -9 | -5 | · | -0.7
Cc1oc(-c2cccs2)nc1CN1CCC(C(=O)N2CCCC2)CC1
    -6 | 1 | 18 | -7 | 14 | -18 | -10 | -2 | · | -1.4
CC(C(=O)NC1CCCC1)N(C(=O)c1snc(C(N)=O)c1N)c1ccc2c(c1)OCCO2 (configuration not stated)
    19 | 0 | 7 | · | 24 | -7 | -1 | 8 | 0 | -0.5
NC(=S)Nc1cccc(F)c1
    -1 | -1 | -22 | -8 | -31 | 22 | -11 | -12 | -3 | -1.2
CC(=O)N/C(=C/c1ccc(Cl)cc1)C(=O)NCCc1c[nH]c2ccccc12
    -13 | 4 | -2 | 11 | · | 2 | -1 | -20 | -2 | -1.9
CSc1nnc(C2CCCN2)n1C (configuration not stated)
    -9 | 4 | 10 | 6 | -2 | -10 | 2 | -8 | -5 | 1.1
CCc1nonc1NC(=O)c1oc2c(C)c(C)ccc2c1C
    -5 | -5 | -1 | -5 | 26 | 1 | -8 | -13 | -2 | -3.8
COc1cc2c(cc1OC)C(C)N(C(=O)c1nccnc1C(=O)O)CC2 (configuration not stated)
    -1 | -1 | 0 | · | -5 | 0 | -10 | -3 | 0 | 0.5
Cc1cc(C(=O)COC(=O)c2cccnc2Cl)c(C)n1C
    0 | 2 | -18 | 19 | -4 | 18 | 1 | -7 | -4 | -0.9
O=C(COC(=O)Cc1ccc(S(=O)(=O)N2CCOCC2)s1)NCc1ccccc1
    34 | -2 | 5 | 10 | 0 | -5 | -12 | 7 | -2 | -0.1

Further compounds follow:
SMILES | Rtt109 HAT inh | NSD2 inh | SR-BI DiI-HDL act | MITF TRPM1 HTS | PfHsp90 yeast 2 | SR-BI HDL uptake | dFosB activator | PvdQ inh | CAL PDZ FP-1 | CAL PDZ FP-2
Cc1cccc(C)c1NC(=S)Nc1ccc(Cl)c(Cl)c1 | 0 | -9 | -17 | -4 | -9 | 17 | -4 | -11 | -7 | -2.7
CN(C)/C=N/S(=O)(=O)c1cccn1-c1ncc(C(F)(F)F)cc1Cl | -3 | -3 | 15 | 5 | 7 | -15 | 0 | -11 | -2 | -0.8
O=C(Nc1ccc(F)cc1)c1cc(Cl)sc1Cl | 1 | 0 | 16 | -1 | 9 | -16 | 2 | -20 | 87* | 27
O=C(Oc1cccc(/C=N/Nc2nc(N3CCOCC3)nc(N3CCOCC3)n2)c1)c1ccco1 | 3 | 1 | 19 | 12 | 12 | -19 | -18 | -5 | -4 | -2.1
C=CCN(CC(=O)Nc1c(C)cccc1CC)C(=O)SCCC | 1 | -1 | 5 | 14 | -14 | -5 | 3 | -1 | -3 | -1.5
COc1ccccc1CN1CCNC(=O)C1CC(=O)NCCOc1cccnc1 (configuration not stated) | 6 | -6 | 19 | 11 | -6 | -19 | -6 | -16 | · | -1.5
O=C(CC(=O)Nc1cccc(Cl)c1Cl)Nc1cccc(Cl)c1Cl | -1 | -3 | -17 | -7 | -1 | 17 | -5 | -17 | · | -6.1
COc1ccc(/C=N/OCC(=O)Nc2ccc3c(c2)OCO3)c(OC)c1 | 1 | 0 | 12 | -12 | 13 | -12 | 1 | 10 | -4 | -0.7
Cc1nnc(N/N=C/c2cccc(OCc3ccc(Cl)c(Cl)c3)c2)n1N | 21 | 12 | 14 | 9 | -11 | -14 | 14 | 8 | -4 | -0.1
Cc1cc(N/N=C/c2ccco2)c2ccccc2n1 | -2 | 2 | -5 | 26 | 10 | 5 | -11 | -11 | -1 | -1.5
CC(CCc1ccccc1)NC(=O)c1ccccc1Cl (configuration not stated) | 4 | -1 | 9 | -1 | -8 | -9 | 0 | 2 | -1 | -0.2
COc1cc(C(=O)NCc2nnc(SCC(=O)NCCc3ccccc3)o2)cc(OC)c1OC | -4 | · | -10 | -9 | 17 | 10 | -8 | -12 | 2 | -0.2
COc1ccc(S(=O)(=O)N2CCCCC2C)cc1 (configuration not stated) | -6 | -3 | 13 | 3 | -2 | -13 | -7 | -4 | 0 | -1.3
Cc1ccc(NC(=O)C2CCCN2C(=O)NC2CCCCC2)cc1C (configuration not stated) | -1 | -7 | 25 | -1 | 3 | -25 | 0 | -1 | 0 | 0.5
Cc1ccc(OCc2cc(C(=O)N(C)CCc3nc4ccccc4[nH]3)no2)cc1C | -3 | 6 | -50 | 8 | -8 | 50 | -8 | 5 | -7 | -3.5
O=C(COc1ccccc1)N1N=C(c2cccnc2)CC1(O)C(F)(F)F (configuration not stated) | -5 | 4 | 3 | 2 | -14 | -3 | -5 | -4 | 0 | -0.3
COc1ccc(C(=O)COC(=O)COc2ccc(C)c(C)c2)cc1 | 7 | -4 | -13 | -1 | 9 | 13 | -3 | 8 | -6 | -0.3
O=C(C1=C[C@@H](c2ccc(Br)cc2)C[C@@H](OCc2ccc(CO)cc2)O1)N1CCN(Cc2ccc3c(c2)OCO3)CC1 | 0 | · | -5 | 7 | -7 | 5 | -4 | -9 | -5 | -0.8
CCOc1cc(C(=O)OCC(=O)Nc2c(C)cccc2C)ccc1OCC(=O)N1CCOCC1 | -9 | 0 | -9 | 5 | 16 | 9 | -4 | -7 | -1 | -0.8
CCNc1nc(NCC)n2c(SCC(=O)Nc3ccc(OC(F)F)cc3)nnc2n1 | -6 | 2 | -9 | -1 | 10 | 9 | -1 | -6 | -2 | -1.8
CC(=O)NCCC1CCCCN1Cc1nc(Cc2cccc(C(F)(F)F)c2)no1 (configuration not stated) | -4 | -1 | 11 | -8 | 23 | -11 | -8 | -13 | -5 | 0.7
CCOC(=O)N1CCC(NC(=O)Cn2nc(-c3ccccc3)ccc2=O)CC1 | · | · | 2 | -1 | 0 | -2 | 1 | -1 | 0 | -2.1
COc1ccc(CNC(=O)Nc2cccc(C)c2)cc1 | -3 | 0 | 20 | 75 | -8 | -20 | -7 | -10 | -2 | -3.6
Cc1ccc(CC(=O)Nc2ccc(C(=O)N3CCCCC3)cc2)cc1 | 6 | -3 | -59 | 10 | 5 | 59 | -1 | 8 | 0 | -1.4
O=C(Nc1ccc2oc(-c3ccccc3F)nc2c1)c1ccc2c(c1)OCCO2 | 1 | 29 | -35 | 13 | 14 | 35 | -7 | 4 | -4 | -1.1
